Bioassay records (PubChem)
L3MBTL1 inh: inhibitors of human L3MBTL1; 0.66% of 230,000 active; AID 485360; Potency, µM (top dose mostly 57.1 µM), for inactives: at the highest dose activity, negative = inhibition, hits mostly inhibitors; AlphaScreen L3MBTL1–H3K9me1 peptide binding; Q9Y468; further: nearly all actives have a fitted effect of over 60% in size
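First, the protein-peptide complex forms for 30 min at room temperature (L3MBTL1 50 nM, biotinylated H3K9me1 peptide 75 nM). Next, compounds are pin-transferred and incubated 30 min. Finally, AlphaScreen beads are added and read after 30 min.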
TRb SRC2 PPI: disrupts binding of human TR beta to SRC2 | TRbeta-SRC2 peptide binding, fluorescence polarization; receptor liganded with 1 µM T3 | Potency, µM (series often up to 106 µM), inactives show top-dose activity change, negative = inhibition, hits mostly inhibitors | 0.065% of 280,000 active | AID 1469;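 further: plate controls were bound peptide for no effect and peptide without receptor for full effect; nearly all actives have a fitted effect of over 50% in size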
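Human TRb ligand-binding domain (0.6 uM) is mixed with 20 nM Texas Red SRC2 peptide and 1 uM T3; after compound addition and 5 hr at ambient temperature, polarization is measured and normalized to unbound and bound controls.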
Tau ThT inhib: inhibitors of human tau fibril formation, thioflavin T binding; P10636; recombinant tau K18 P301L, heparin-induced fibrillization, ThT fluorescence; Potency, µM (highest dose often 57.4 µM), inactives show top-dose activity, negative = inhibition, usual class: inhibitors; 2.1% of 270,000 active; AID 1460; further: nearly all actives have a fitted effect of over 55% in size
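Aggregation was driven by heparin (20 uM final) acting on recombinant tau […] bearing P301L in 100 mM sodium acetate pH 7; fibrils were detected with Thioflavin T.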
RECQ1 inh: inhibitors of human RECQ1 DNA helicase | RECQ1 DNA unwinding, red fluorescence kinetic read | Potency, µM (top dose mostly 57.3 µM), without a hit: at the highest dose activity, negative = inhibition, actives largely listed as inhibitors | 0.54% of 240,000 active | AID 2549;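 further: plate controls were vehicle for no effect and no enzyme for full effect; nearly all actives have a fitted effect of over 30% in size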
Target sequence (P46063 whole entry, looked up): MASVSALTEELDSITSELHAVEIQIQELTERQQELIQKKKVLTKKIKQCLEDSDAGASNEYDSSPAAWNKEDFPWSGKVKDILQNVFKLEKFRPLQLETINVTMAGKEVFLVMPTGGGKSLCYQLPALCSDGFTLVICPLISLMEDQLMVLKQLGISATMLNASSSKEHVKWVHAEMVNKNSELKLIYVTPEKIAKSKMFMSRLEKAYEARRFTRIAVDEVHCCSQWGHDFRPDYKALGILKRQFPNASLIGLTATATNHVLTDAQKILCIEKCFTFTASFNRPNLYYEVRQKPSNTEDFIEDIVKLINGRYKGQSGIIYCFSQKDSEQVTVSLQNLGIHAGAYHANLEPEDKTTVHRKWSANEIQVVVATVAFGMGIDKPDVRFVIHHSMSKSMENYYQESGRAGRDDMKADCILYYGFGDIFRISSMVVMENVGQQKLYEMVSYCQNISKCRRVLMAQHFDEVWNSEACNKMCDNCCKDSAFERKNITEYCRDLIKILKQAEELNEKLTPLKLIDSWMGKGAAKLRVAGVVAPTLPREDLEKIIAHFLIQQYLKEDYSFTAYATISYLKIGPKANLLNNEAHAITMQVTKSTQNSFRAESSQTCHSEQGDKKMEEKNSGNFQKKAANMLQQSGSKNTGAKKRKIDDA
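50 nM RECQ1T1 preincubated 15 min with compound in Tris pH 8.0 buffer with MgCl2, DTT, Tween-20 and 2.5 ug/ml poly(dI-dC); started with 200 nM TAMRA/BHQ-2 forked duplex and 2 mM ATP. Unwinding read as fluorescence (525/598 nm), two reads 2 h apart.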
RGS12 GoLoco inh: RGS12 GoLoco-Gai1 interaction inhibition | P63096 | Potency, µM (highest dose often 61.6 µM), for the others: at the highest dose activity, negative = inhibition, usual class: inhibitors | 0.44% of 230,000 active | Gai1:RGS12 GoLoco peptide FP, rhodamine, 10 min | AID 880; active means well fitted inhibition curve with a large enough effect, not every such curve was filed as active; inactive means no such curve, though single readings can be large or run the other way; further: nearly all actives have a fitted effect of over 30% in size; many of its hits are not listed in these tables
Target sequence (P63096 whole entry, looked up): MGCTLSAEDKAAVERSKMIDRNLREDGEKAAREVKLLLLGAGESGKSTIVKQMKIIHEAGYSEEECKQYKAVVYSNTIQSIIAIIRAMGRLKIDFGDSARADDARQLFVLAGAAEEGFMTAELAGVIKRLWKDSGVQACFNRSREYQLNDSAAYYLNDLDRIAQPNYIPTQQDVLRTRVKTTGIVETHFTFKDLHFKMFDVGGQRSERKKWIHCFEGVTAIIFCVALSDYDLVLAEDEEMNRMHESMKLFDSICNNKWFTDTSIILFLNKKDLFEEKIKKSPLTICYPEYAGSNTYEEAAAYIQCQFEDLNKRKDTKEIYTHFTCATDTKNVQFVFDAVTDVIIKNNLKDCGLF
Tau FP inhib: inhibitors of human tau fibril formation. 0.39% of 280,000 active. P10636. K18 P301L tau heparin fibrillization, Alexa594 FP, 6 h. Potency, µM (top dose mostly 57.7 µM), for inactives: at the top dose activity, negative = inhibition, actives largely listed as inhibitors; further: nearly all actives have a fitted effect of over 55% in size
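Heparin (20 uM) drove fibril formation of recombinant tau K18 P301L, 15 uM unlabeled with 0.24 uM Alexa 594 label, for 6 hr at 37 C in 100 mM sodium acetate pH 7. Fluorescence polarization (555/632 nm) read 1 hr after 30 uM ThT.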
KDM4E inh: blocks human JMJD2E demethylase activity | B2RXH2 | JMJD2E catalytic domain, FDH-coupled NADH fluorescence (FDH is formaldehyde dehydrogenase) | Potency, µM (titrated, usually from 57.1 µM), for the others: at the highest dose activity change, negative = inhibition, actives largely listed as inhibitors | 1.6% of 230,000 active | AID 2147; active means well fitted inhibition curve with a large enough effect, not every such curve was filed as active; inconclusive means small, poorly fitted or top-dose-only effect, or another doubt; inactive means no such curve, though single readings can be large or run the other way;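 further: 0% = wells with enzyme and -100% = buffer wells without enzyme; nearly all actives have a fitted effect of over 50% in size; many of its hits are not listed in these tables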
TR SRC2 fluor cs: alters Texas Red total fluorescence, flagging assay interference; TRb/SRC2 Texas Red total fluorescence interference; Potency, µM (titrated, usually from 106 µM), inactives show at the top dose fluorescence change, negative = quenching; 0.29% of 280,000 active; active means well fitted curve in either direction with a large enough effect; inconclusive means small, poorly fitted or top-dose-only effect
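Human TRb ligand-binding domain at 0.6 uM with 20 nM Texas Red SRC2 peptide in Tris buffer containing 1 uM T3 and 5% DMSO, incubated with compound 5 h at ambient temperature. Total fluorescence (555/632 nm) calculated as parallel + 2 × perpendicular.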
* hit, by the source's call; i = inactive; ? = inconclusive; · = no result given; [ ] = dose if it differs, or a comment. Unless noted, the call rests on the fitted dose curve; in most records, active means well fitted curve in the direction sought with a large enough effect; inconclusive means small, poorly fitted or top-dose-only effect, or another doubt; inactive means no such curve, though single readings can be large; an effect the other way counts as inactive or inconclusive. Unless noted, on the % scale 0 is the no-effect control and ±100 the full control effect; potency means the concentration at half of the fitted maximal effect.

SMILES	L3MBTL1 inh	TRb SRC2 PPI	Tau ThT inhib	RECQ1 inh	RGS12 GoLoco inh	Tau FP inhib	KDM4E inh	TR SRC2 fluor cs
O=C1c2ccccc2C(O)(c2ncc[nH]2)N1C1CCCCC1 (stereo unspecified)	5%	7%	0%	0%	-3%	2%	-6%	-3%
C/C(=N\Nc1ccc([N+](=O)[O-])cc1)c1cc2ccccc2o1	13%	2%	2.8µM*	-3%	5%	-11%	5%	-3%
c1ccc2c(c1)nnn2CNc1nccs1	-4%	1%	-5%	-7%	9%	-5%	13%	0%
O=C(NCCc1c[nH]c2ccccc12)C(=O)NCC1OCCN1S(=O)(=O)c1cc(F)ccc1F (stereo unspecified)	·	-3%	·	-11%	4%	1%	-4%	0%
CCCCCCC(=O)N(O)C1CC(=O)N(c2ccc(F)cc2)C1=O (stereo unspecified)	0%	0%	-17%	-4%	-11%	18%	-3%	-4%
CN(Cc1ccccc1)C(=O)C1CCN(S(=O)(=O)c2ccc3nc4c(c(C(=O)O)c3c2)CCCC4)CC1	·	-4%	-9%	·	·	-7%	·	?
Cn1c(=O)c2c(nc(CN3CCN(C(=O)c4ccco4)CC3)n2Cc2ccccc2)n(C)c1=O	-2%	3%	-17%	-5%	7%	2%	-5%	0%
COCCn1nnnc1C(c1cc2ccc(C)cc2[nH]c1=O)N(Cc1ccco1)Cc1cccs1 (stereo unspecified)	-9%	3%	-15%	-21%	4%	5%	-11%	2%
CC1CCCCC12NC(=O)N(CC(=O)Nc1sc3c(c1C(N)=O)CCC3)C2=O (stereo unspecified)	·	-11%	?	?	120%[activator]	-2%	?	-7%
CCOC(=O)C1=C(c2ccccc2)Nc2ncnn2C1c1ccc(Cl)cc1 (stereo unspecified)	·	0%	-6%	·	·	-2%	·	-9%
C=CCNC(=O)CSc1nc2scc(-c3ccco3)c2c(=O)n1CC=C	·	-1%	·	i	9%	-5%	-26%	-3%
O=C(O)Cc1sc(-c2ccc(Cl)cc2)nc1-c1ccccc1	-3%	-10%	0%	-6%	5%	2%	?	-2%
c1ccc(CNc2ncnc3sc4c(c23)CCC4)nc1	7%	4%	-13%	-10%	·	-1%	11%	6%
O=C(CN1C(=O)c2ccccc2C1=O)NCc1ccc(N2CCOCC2)cc1	-5%	-2%	-9%	-9%	10%	-4%	8%	-6%
COc1ccc(C(=S)N2CCCC2)cc1OC	·	-21%	-9%	-6%	2%	8%	0%	-4%
Cc1ccc(C(=O)N2CC(=O)Nc3ccccc32)o1	-5%	-4%	-6%	0%	5%	12%	2%	1%
NC(=S)c1ncc(C(F)(F)F)cc1Cl	-8%	5%	-6%	-10%	13%	0%	-6%	4%
CCOC(=O)C1CCN(S(=O)(=O)c2ccc3[nH]c(=O)c(=O)[nH]c3c2)CC1	·	7%	-2%	i	-2%	7%	?	-2%
CC(C)c1ccc(NS(=O)(=O)c2ccc(N3C(=O)CCC3=O)cc2)cc1	14%	-3%	2%	i	10%	-7%	2%	-2%
Cn1c(CO)nc2cc(N)ccc21	0%	5%	-12%	5%	·	-1%	-1%	3%
O=C(Nc1ccc(-c2cn3ccsc3n2)cc1)c1ccc(F)c(S(=O)(=O)N2CCOCC2)c1	-9%	3%	-20%	-9%	-19%	?	3%	-2%
Cc1onc(-c2c(F)cccc2Cl)c1C(=O)Nc1nc2c(s1)CCCC2	-14%	2%	-7%	i	11%	-11%	?	-5%
Cc1ccc(C)c(-n2c(-c3csc(C)c3)n[nH]c2=S)c1	·	0%	-10%	i	9%	14%	-28%	0%
CCSc1nn(CC(=O)Nc2ccc(C(=O)OC)cc2)c(N)c1S(=O)(=O)c1ccc(C)cc1	·	-2%	-2%	·	·	25µM*	·	-2%

Some of the entries so far, with bars between the fields:
molecule | L3MBTL1 inh | TRb SRC2 PPI | Tau ThT inhib | RECQ1 inh | RGS12 GoLoco inh | Tau FP inhib | KDM4E inh | TR SRC2 fluor cs
CCSc1nn(CC(=O)Nc2ccc(C(=O)OC)cc2)c(N)c1S(=O)(=O)c1ccc(C)cc1 | · | -2% | -2% | · | · | 25µM* | · | -2%
NC(=S)c1ncc(C(F)(F)F)cc1Cl | -8% | 5% | -6% | -10% | 13% | 0% | -6% | 4%
O=C(Nc1ccc(-c2cn3ccsc3n2)cc1)c1ccc(F)c(S(=O)(=O)N2CCOCC2)c1 | -9% | 3% | -20% | -9% | -19% | ? | 3% | -2%
O=C(CN1C(=O)c2ccccc2C1=O)NCc1ccc(N2CCOCC2)cc1 | -5% | -2% | -9% | -9% | 10% | -4% | 8% | -6%
CCOC(=O)C1CCN(S(=O)(=O)c2ccc3[nH]c(=O)c(=O)[nH]c3c2)CC1 | · | 7% | -2% | i | -2% | 7% | ? | -2%

(list continues)
SMILES	L3MBTL1 inh	TRb SRC2 PPI	Tau ThT inhib	RECQ1 inh	RGS12 GoLoco inh	Tau FP inhib	KDM4E inh	TR SRC2 fluor cs
Cc1ccc(CN2CCN(/N=C/c3cc(Br)ccc3O)CC2)cc1	1%	4%	-7%	-5%	5%	1%	11%	2%
CC1(C(=O)NNC(=O)C2CCCCC2)CC1(Cl)Cl (stereo unspecified)	11%	5%	0%	-8%	-4%	-1%	2%	4%
COc1ccc2cc3cc(C(=O)NC(C)C)oc3nc2c1	·	-8%	-15%	-10%	3%	11%	?	-6%
CCOc1ccc(CNC(=O)C2CC(=O)N(C3CCCC3)C2)cc1OC (stereo unspecified)	5%	-17%	-10%	-8%	-1%	5%	-4%	-5%
CC1(C)CC2(CC(c3ccccc3F)c3ccc(O)c(O)c3O2)NC(=S)N1 (stereo unspecified)	-22%	-1%	22µM*	-9%	-23%	?	10µM*	-4%
COc1ccc(CNC(=O)C(c2ccc(C)o2)N(Cc2cccs2)C(=O)Cc2cccs2)cc1 (stereo unspecified)	-15%	-3%	-1%	0%	19%	-9%	-3%	0%
Cc1ccc2[nH]c(=O)c(CN(Cc3cccnc3)C(=S)NCCCN(C)C)cc2c1	-10%	-2%	-13%	18%	4%	-3%	?	-5%
COC(=O)c1cn(C(=O)c2ccc(Cl)cc2)c2ccccc12	12%	4%	-10%	-9%	2%	-7%	-4%	-2%
CCOc1ccc(-c2nnc3n2N=C(c2ccc(OC)cc2)CS3)cc1	-1%	-20%	2%	-10%	18%	-4%	6%	2%
Cc1ccc(NC(=O)C(C)Sc2nnc(-c3cccnc3)n2-c2ccccc2)cc1 (stereo unspecified)	·	-3%	-8%	i	3%	-3%	-2%	0%
CCC1=Nc2ccccc2-c2nnc(SC)nc2O1	14%	4%	-21%	1%	12%	2%	-5%	0%
CC(=O)C(Sc1nccc(-c2cccs2)n1)C(C)=O	8%	0%	-3%	-9%	9%	-5%	-28%	-2%
Nc1c(C(=O)NCCc2ccccc2)nnn1Cc1ccccc1	-7%	-2%	6%	0%	3%	-6%	-7%	-5%
O=C(NC1CCCCC1)C(c1ccc(F)cc1)N(Cc1ccco1)C(=O)CN1C(=O)c2ccccc2S1(=O)=O (stereo unspecified)	9%	-4%	5%	-10%	4%	?	-1%	-4%
N/C(Cc1cccc2ccccc12)=N\OC(=O)Cc1cccs1	79%[activator]	-3%	13%	6%	66%[activator]	8%	4%	1%
O=C(Nc1ccc2c(c1)OC1(CCCC1)O2)C1CC1	-7%	-1%	-13%	-8%	-4%	9%	1%	-3%
CSc1ccccc1NC(=O)c1cc(C2CC2)on1	9%	0%	-16%	-2%	0%	-2%	-10%	1%
Cc1ccc(NC(=O)CSc2ccc(C(N)=O)cc2[N+](=O)[O-])cc1	-3%	11%	-13%	8%	6%	4%	2%	-3%
CCCn1c(SCC(=O)N2c3ccc(F)cc3CCC2C)nnc1-c1ccccn1 (stereo unspecified)	-13%	-12%	-4%	4%	-2%	-1%	6%	-3%
Cc1ccc2c(c1)sc(C)[n+]2CCCS(=O)(=O)[O-]	·	3%	?	4%	134%[activator]	-16%	-4%	7%
O=C(CN1C(=O)C2C3C=CC(C3)C2C1=O)OCC(=O)c1ccccc1 (stereo unspecified)	3%	0%[53 µM]	22%	5%	-4%	7%	0%	-2%[53 µM]
COc1ccccc1NC(=O)c1sc2ncn(Cc3ccc(C)cc3)c(=O)c2c1C	1%	3%	-5%	9%	29%	-1%	?	-2%
NC(=O)c1c(NC(=O)CN2C(=O)NC(Cc3ccccc3)C2=O)sc2c1CCC2 (stereo unspecified)	?	-5%	3%	-1%	34%[activator]	-1%	2%	-2%
Cc1ccc(-c2onc(C)c2C)cc1S(=O)(=O)NCc1cccs1	·	-4%	-5%	·	·	-5%	·	1%
Cc1cc(=O)oc(C)c1C(=O)NCc1ccccc1	0%	-23%	0%	-10%	-10%	4%	-2%	1%
N#C/C(=C(/O)c1ccc(C(=O)c2ccccc2)cc1)c1nc2ccccc2[nH]1	5%	-2%	-8%	-4%	-3%	6%	-1%	-9%
Cc1ccc(CSCC(=O)Nc2c(C)n(C)n(-c3ccccc3)c2=O)cc1	-3%	-7%	8%	-4%	8%	?	9%	1%
N#C/C(=C(/O)COC(=O)CSc1ccc2ccccc2c1)c1nc2ccccc2[nH]1	-4%	0%	-15%	-1%	55%[activator]	-2%	?	-14%
O=C(Nc1cccnc1)C1CCN(S(=O)(=O)c2cccc3nonc23)CC1	·	9%	-9%	-5%	-3%	9%	-4%	0%
c1cncc(CNc2ncnc3sc4c(c23)CCC4)c1	·	1%	-1%	-18%	9%	-7%	?	-5%
CCOC(=O)N1CCC(NC(=O)c2cc3c(-c4cccc(OC)c4)nn(C)c3s2)CC1	·	-6%	-5%	i	3%	0%	?	1%
Cc1ccc(NC(=O)COC(=O)CCC(=O)c2cccs2)c(C)c1	-3%	-1%	-4%	-4%	6%	14%	-1%	-1%
O=C(CCC(=O)c1ccc(F)cc1)Nc1cc(Cl)cc(Cl)c1	-3%	9%	2%	-4%	16%	-14%	1%	1%
Cc1ccccc1OCC(=O)OCC(=O)Nc1cc(C(F)(F)F)ccc1N1CCOCC1	10%	2%	-10%	3%	8%	2%	-15%	-2%
O=C(c1ccc(S(=O)(=O)N2CCCC2)cc1)N1CCCCCC1	-1%	2%	-14%	-11%	-8%	?	2%	0%
Nc1nc2c(nc(Cl)n2C2OC(CO)C(O)C2O)c(=O)[nH]1 (stereo unspecified)	·	2%	-4%	-11%	11%	-8%	4%	2%

An excerpt (hit frequency here may not be typical).
